EBNA-1 inh = blocks EBNA-1 binding to DNA. EBNA-1 DNA binding, fluorescence polarization. inhibition, % at 14.8 µM. hit rate 0.34% among 300,000. AID 1950; in the data active = inhibition above about 28%
CR mimetic SO = caloric restriction mimetics inhibiting age-related superoxide in yeast. S. cerevisiae aged cells, superoxide DHE fluorescence; hits give low values. AID 2690. superoxide response (% of plate mean), % at 10 µM. hit rate 0.18% among 330,000;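 active = superoxide response under a set limit, about three screen SD below normal, cut at about 65% in these data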;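 note: yeast aged for seven days with compound at 30 °C before DHE staining; 100% = average MFI of all compound-treated wells on the plate with controls excluded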
Efflux pump mplx = inhibitors of Candida antifungal efflux pumps expressed in yeast | S. cerevisiae Candida pump triplex, Nile Red efflux | inhibition, % at 10 µM | hit rate 0.44% among 330,000 | AID 485275;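 active = plate passing quality check with inhibition over a set limit, or well fluorescence over plate mean plus 4 SD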;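 note: Nile Red retained in pooled yeast measured as flow cytometry median fluorescence; 0% = buffer negative control and 100% = Enniatin B positive control; higher means more Nile Red kept so more efflux inhibition; some compounds called inactive have numbers as strong as hits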
GLD-1 RNA inh = GLD-1-TGE RNA interaction inhibition (C. elegans). inhibition, % at 5.96 µM. AID 2280. hit rate 0.44% among 320,000. purified GLD-1 + fluorescein TGE RNA, fluorescence polarization;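 active = percent inhibition above a per-plate cutoff, the plate mean of test compounds plus 3 SD, cut at about 30% in these data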;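 note: 0% = DMSO wells with GLD-1 and probe and 100% = wells lacking GLD-1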
MCL1 BIM primary = inhibitors of human MCL1 binding to BIM-BH3 peptide | GST-MCL1 / FITC-Bim-BH3 fluorescence polarization | AID 2057 | Q07820 | inhibition, % at 10.9 µM | hit rate 0.68% among 320,000;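 active = inhibition above the mean inhibition of all tested compounds plus 3 SD, set per campaign, cut at about 40% in these data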;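 note: 0% = DMSO wells and 100% = unlabeled Bim-BH3 peptide control; higher means more loss of mP so more displacement of Bim peptide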
Target sequence (Q07820 whole entry, looked up): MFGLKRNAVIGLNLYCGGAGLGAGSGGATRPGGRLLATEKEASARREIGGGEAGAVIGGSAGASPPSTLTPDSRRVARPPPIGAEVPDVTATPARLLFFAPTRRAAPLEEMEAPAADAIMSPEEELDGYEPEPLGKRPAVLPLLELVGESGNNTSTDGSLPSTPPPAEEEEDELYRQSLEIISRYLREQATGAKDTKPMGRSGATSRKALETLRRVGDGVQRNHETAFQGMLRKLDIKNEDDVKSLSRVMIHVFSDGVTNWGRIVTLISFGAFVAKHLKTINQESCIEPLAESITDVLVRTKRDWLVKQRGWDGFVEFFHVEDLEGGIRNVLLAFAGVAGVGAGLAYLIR
Bcl-xL primary = inhibitors of human Bcl-xL | hit rate 0.7% among 320,000 | inhibition, % at 10.9 µM | Q07817 | GST-Bcl-xL / FITC-Bim BH3 peptide fluorescence polarization;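 active = inhibition above the mean of all tested compounds plus 3 SD, cutoff set per campaign, cut at about 30% in these data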;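 note: 0% = DMSO wells and 100% = unlabeled Bim-BH3 peptide competitor; inhibitors lower millipolarization by displacing the labeled peptide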
Target sequence (Q07817 whole entry, looked up): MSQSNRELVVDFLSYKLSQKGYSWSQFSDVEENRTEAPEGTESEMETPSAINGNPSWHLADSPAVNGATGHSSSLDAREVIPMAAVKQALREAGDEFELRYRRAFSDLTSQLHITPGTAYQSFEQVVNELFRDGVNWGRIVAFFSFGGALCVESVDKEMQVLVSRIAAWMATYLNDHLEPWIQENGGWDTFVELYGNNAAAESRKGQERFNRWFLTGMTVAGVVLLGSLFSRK
ZTA DNA inh = counter-screen for EBNA-1 inhibitors: inhibitors of Epstein-Barr virus ZTA. hit rate 0.15% among 320,000. ZTA-DNA binding, fluorescence polarization. inhibition, % at 11 µM. P03206; in the data active = inhibition above about 33%
Fam108B counter = Fam108B inhibition, counter-screen for RBBP9 inhibitors; inhibition, % at 9.51 µM; recombinant Fam108B, FP-Rh probe fluorescence polarization; hit rate 0.33% among 300,000;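 active = inhibition above the screen mean inhibition plus 3 SD, computed separately per campaign, cut at about 18% in these data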;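 note: inhibitors lower polarization as less probe binds the enzyme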
MEX-5 binding = C. elegans MEX-5 TCR-2 RNA binding activity; Q9XUB2; MEX-5/FITC-TCR2 RNA binding, fluorescence polarization; hits give low values; activity score (negative = inhibition of binding), % at 10 µM; hit rate 0.38% among 300,000; AID 1832;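 active = inhibition past about -25% in most replicates, and total fluorescence under double the plate's negative control median, limit read from the data; inconclusive = replicates evenly split on the limit, or fluorescence at least double controls; inactive = too little inhibition in most replicates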;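 note: 0% = DMSO and -100% = 5 µM competing unlabeled TCR2 RNA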
Target sequence (Q9XUB2 whole entry, looked up): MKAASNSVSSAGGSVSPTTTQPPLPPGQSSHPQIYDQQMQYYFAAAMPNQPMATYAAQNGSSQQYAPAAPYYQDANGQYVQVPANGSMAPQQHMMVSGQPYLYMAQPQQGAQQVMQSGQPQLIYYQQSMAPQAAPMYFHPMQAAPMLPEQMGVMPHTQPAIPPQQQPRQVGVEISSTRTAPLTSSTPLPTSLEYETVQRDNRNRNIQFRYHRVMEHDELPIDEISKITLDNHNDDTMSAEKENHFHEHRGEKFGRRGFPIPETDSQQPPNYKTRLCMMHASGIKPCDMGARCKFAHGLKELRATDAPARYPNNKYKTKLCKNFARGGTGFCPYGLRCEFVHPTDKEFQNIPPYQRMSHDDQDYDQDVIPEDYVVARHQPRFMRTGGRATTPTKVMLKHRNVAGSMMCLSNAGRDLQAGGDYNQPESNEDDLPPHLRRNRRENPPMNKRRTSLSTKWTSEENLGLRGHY
* = called active by the depositor; ? = inconclusive; . = no result given.

SMILES	EBNA-1 inh	CR mimetic SO	Efflux pump mplx	GLD-1 RNA inh	MCL1 BIM primary	Bcl-xL primary	ZTA DNA inh	Fam108B counter	MEX-5 binding
COc1ccc(C(=O)Oc2ccc(N(C)S(=O)(=O)c3ccccc3)cc2)cc1[N+](=O)[O-]	-12.4	100.0	1.0	-5.2	-4.0	2.5	4.7	-0.9	0.3
Cc1ccc(C)c(OCC(=O)NCC(C)C)c1C	-7.0	123.2	0.7	-1.4	-0.6	13.0	1.5	1.1	1.6
O=C(NCCN1CCCCC1)Nc1ccc(F)cc1F	-3.8	77.6	-0.1	8.1	-3.8	-4.0	-10.6	4.5	0.5
CCC(C)(C)NC(=O)C(c1ccc(F)cc1)N(Cc1ccco1)C(=O)c1cnccn1 (configuration not stated)	-2.9	96.8	0.0	11.6	3.7	-0.4	-5.6	-4.7	-2.1
COc1cc(CNCc2cccnc2)ccc1OCC(=O)NC1CCCCC1	0.2	97.0	-0.1	-2.0	-9.1	7.0	3.5	4.6	-0.1
CCCNC(=O)C(Cc1ccc(I)cc1)NC(=O)c1ccc(C#N)cc1 (configuration not stated)	.	106.3	-0.3	0.6	11.1	9.7	9.3	.	.
CN(C)S(=O)(=O)c1ccc(N2CCCC2)c(C(=O)Nc2ccc(Br)cc2F)c1	4.5	97.8	-0.1	5.1	-13.8	-10.0	1.5	-3.8	-1.1
COc1ccc(-c2nc(-n3c(C)c(C(C)=O)c(C(C)=O)c3C)sc2C)cc1OC	0.1	101.1	0.0	10.5	8.5	4.2	-15.6	0.0	1.9
COc1cc(/C=C/C(=O)OCC(=O)Nc2c(C)n(C)n(-c3ccccc3)c2=O)ccc1O	0.1	92.5	0.0	6.1	2.1	4.3	7.5	-2.2	-1.7
O=C(COC(=O)C1CCCN1C(=O)c1cccs1)Nc1ccc2c(c1)OCO2 (configuration not stated)	-0.6	105.3	-0.1	-0.1	2.3	2.0	10.6	3.0	-2.3
O=C(CSC1=NCCS1)Nc1ccccc1F	2.9	90.1	-0.1	5.7	8.2	0.7	0.3	3.0	1.0
CCOC(=O)N1CCN(C/C(C)=C/c2ccccc2)CC1	4.2	95.7	-0.1	8.8	3.0	-0.7	0.1	2.4	.
C#CCOCCOCCOCCNc1nc(N2CCN(C(=O)CCCCCCCCCCNC(=O)Cn3cc(C[C@@H](C)O)nn3)CC2)nc(N2CCN(C(=O)CCCCCCCCCCNC(=O)[C@H](CO)n3cc(CCCSC)nn3)CC2)n1	18.3	90.9	0.1	-1.5	1.1	3.8	2.8	-45.3	.
O=C(N/N=C\c1ccc(Cl)s1)C1COc2ccccc2O1 (configuration not stated)	-3.2	103.6	0.1	3.2	-6.6	-2.0	-13.0	-1.2	-0.4
CC(C)N(Cc1nnc(-c2ccc(Cl)cc2)o1)C(=O)C1=COCCO1	5.2	85.0	0.0	4.8	-6.0	-1.9	13.0	0.7	-2.4
CC(C)NC(=O)CSc1nnc(-c2ccc3ncccc3c2)n1C	9.0	90.2	0.0	1.7	-1.9	-6.9	-0.1	-1.6	0.9
CC(=O)c1ccccc1NC(=O)Cn1c(=O)cnc2ccccc21	-8.0	99.5	0.4	-7.2	-24.1	-6.7	-26.5	-0.1	-3.2
O=C(c1ccc(CNS(=O)(=O)c2ccc(Br)cc2)cc1)N1CCCC1	10.4	85.1	-0.2	4.1	0.3	3.5	-10.0	-0.7	-0.6
OCCC1CN(Cc2nc3c(s2)CCCC3)CCN1Cc1ccccc1 (configuration not stated)	-4.0	95.6	0.3	1.4	4.4	8.8	-19.9	6.2	1.7
Cc1ccc(C2=NN(CC(=O)NCCC(C)C)C(=O)CC2)cc1	10.4	98.3	0.0	-1.5	1.7	0.3	3.0	-0.7	-0.8
COc1cc(/C=C/C(=O)OCC(=O)NCc2ccco2)ccc1OCC#N	10.5	93.6	0.0	-6.3	-10.8	-12.5	0.5	2.7	2.8
CCN(CCO)Cc1csc2cccc(Br)c12	6.4	98.2	-0.3	2.7	1.1	4.8	-23.4	-0.1	2.8
Cc1ccc(NC(=O)CSc2nnc(CCCCCNC(=O)OC(C)(C)C)o2)c(C)c1	3.0	91.4	-0.1	8.8	-1.9	3.8	-2.5	4.0	0.7
O=C(O)CCC(=O)N1CCc2cc(S(=O)(=O)N3CCC(Cc4ccccc4)CC3)ccc21	19.1	110.3	0.1	-5.3	-3.8	-5.0	16.9	0.3	-1.6
CCc1ccc(NC(=O)c2noc3c2CCc2ccccc2-3)cc1	2.2	97.0	-0.2	4.9	0.8	2.9	-11.9	-2.8	-1.6
Cc1cccc(NC2=Nc3ccccc3N3C2=Nc2c(c(C)nn2-c2ccccc2)C3c2ccc(O)c(O)c2)c1 (configuration not stated)	25.9	101.2	-0.1	-4.7	41.7*	48.3*	11.5	0.8	?
CCN(CC(=O)NC(C)(C)C)C(=O)CCl	-1.0	97.0	0.1	0.6	1.6	4.8	8.3	2.8	-1.4
Nc1nnnn1/N=C/c1ccco1	1.7	99.7	0.1	1.4	3.6	3.0	-4.0	2.1	-0.8
O=C(Nc1ccncc1)c1ccc2c(c1)C(=O)N(CC1CCCO1)C2=O (configuration not stated)	6.5	100.4	-0.7	-3.5	6.7	4.9	-14.8	4.8	-1.6
COc1ccc(/C=N/Nc2nc(-c3ccc(C)cc3)c(NC(C)=O)s2)cc1OC	-7.9	84.4	0.0	-15.7	-6.0	-1.8	5.7	3.7	2.9
CCCCSc1nc(C)cc(SCC(=O)N/N=C/c2cccc(OC)c2O)n1	3.9	109.7	-0.2	-1.9	10.7	6.6	1.1	-2.0	-0.9
COC(=O)N/N=C1/C/C(=N\NC(=O)OC)c2ccccc21	1.4	100.0	-0.1	8.0	-14.8	3.9	-6.6	-0.2	2.9
C=C(C)CNC(=S)Nc1ccc(S(=O)(=O)Nc2cnc3ccccc3n2)cc1	1.6	105.1	-0.1	3.0	6.6	6.2	-8.2	-5.6	3.3
O=C(/C=C/c1ccccc1)Oc1cccc2cccnc12	11.3	86.8	0.0	2.2	-1.2	3.7	1.8	2.3	-0.2
O=C(Nc1ccccc1Cl)NC1(C(=O)NCc2ccncc2)CCCCC1	2.3	110.4	0.0	-0.7	4.0	2.2	-26.0	3.4	-3.2
O=C(O)C1CCCCC1C(=O)Nc1nc(-c2ccc(Cl)s2)cs1 (configuration not stated)	5.9	108.0	0.8	2.1	25.1	11.3	-10.0	7.9	-1.5
Cc1cccc(N(C(=O)c2csnn2)C(C(=O)NCc2ccccc2)c2ccc(C)o2)c1 (configuration not stated)	7.0	93.5	0.0	-1.1	4.7	-4.4	-1.6	2.2	0.3
Cc1ccc(S(=O)(=O)NC(Cc2ccccc2)C(=O)O)cc1C (configuration not stated)	7.2	108.1	0.0	-6.3	8.9	8.7	10.5	-2.6	0.4
COc1ccc(C(=O)COC(=O)CN2C(=O)NC3(CC(C)CC(C)(C)C3)C2=O)c(OC)c1 (configuration not stated)	.	80.3	0.1	4.4	2.6	0.6	-3.5	.	.
O=C(Nc1cccc([N+](=O)[O-])c1)c1ccc2ccccc2c1O	7.1	97.9	-0.7	1.9	5.9	3.1	-5.7	10.2	-2.9
CCc1c(C)c2cc(Cl)c(O)c(CN(CC)CC)c2oc1=O	2.9	94.0	-0.1	3.4	0.5	-0.1	-8.7	-0.9	-0.9
COc1ccccc1Nc1ccc(NC(=O)c2cccc([N+](=O)[O-])c2C)cc1	-10.8	84.7	0.1	-7.5	-2.1	0.1	-3.5	19.9*	-0.2
O=C(NC1CC1)c1ccc(S(=O)(=O)NCC2CCCCC2)cc1	20.6	105.0	0.0	-0.7	2.6	0.7	-14.7	0.5	2.1
CC1(C)Nc2ccccc2C(=O)N1NS(=O)(=O)c1ccccc1	13.2	101.8	-0.1	2.2	9.9	4.8	10.9	0.4	-0.5
O=C1CSC(c2ccco2)N1 (configuration not stated)	-16.4	94.6	0.2	-0.2	10.7	-0.7	-8.6	3.8	1.1
NC(=O)C1CCN(C(=O)c2cn(-c3ccccc3)nc2-c2cccnc2)CC1	-7.3	106.2	-0.1	3.6	-3.6	-4.5	-3.4	-2.5	-1.2
CSc1ccc(CN2CCC(C(=O)NCc3ccc(C)cc3)CC2)cc1	0.7	78.0	0.0	2.4	-6.6	3.2	-7.2	-2.3	3.1
Cc1cc(OCC(=O)NCc2ccccn2)c2c(C)c(Cc3ccccc3)c(=O)oc2c1	13.7	104.1	-0.2	0.8	0.3	1.6	-5.5	1.1	-0.1
CCOc1ccc(S(=O)(=O)N(CC)CC(=O)NCc2ccccn2)cc1C	-14.5	106.6	-0.1	-5.7	5.0	4.1	-13.5	3.2	-1.0
CC(=O)CSc1nsc(SCC(C)=O)c1C#N	-3.9	111.1	0.1	-8.2	-12.8	-1.7	-4.8	4.5	4.1
CCc1c(C)[nH]n(CCC#N)c1=O	5.7	99.8	0.0	6.5	1.1	-0.5	-13.7	-3.6	1.0
O=C(c1ccccc1NS(=O)(=O)c1ccc(F)cc1)N1CCOCC1	-10.2	95.9	0.0	-4.7	5.5	0.8	2.5	0.3	0.8
Cc1ccc(C)c(NC(=O)CN(C)C(=O)c2ccc(Cl)nc2)c1	0.6	92.0	0.0	-0.7	-19.5	-9.7	7.6	1.1	2.7
c1ccc(-c2ccc(OCCN3CCOCC3)cc2)cc1	7.3	103.3	0.1	10.1	7.4	6.5	-21.5	-0.2	-1.9
CC(O)CNC(=S)Nc1ccccc1 (configuration not stated)	8.3	85.7	0.1	-2.4	4.0	5.5	12.9	1.2	-2.3
CCCCN(CCCNC(=O)CN1C(=O)COc2ccccc21)c1ccccc1	4.2	104.5	0.0	4.4	5.7	1.1	8.4	0.2	0.7
Cc1cc(O)cc(=O)n1C	2.5	99.7	0.1	-2.2	-4.9	-0.6	0.1	0.4	-0.5
Cc1[nH]c2ccccc2c1C(=O)COC(=O)c1ccc2c(=O)n3c(nc2c1)CCC3	4.9	89.1	-0.3	7.1	-2.8	0.4	8.2	-4.5	-3.0
COc1ccc(C)cc1NC(=O)CSc1nnc(CC(=O)Nc2cccc(C(F)(F)F)c2)n1C	2.4	95.0	0.0	2.1	-2.7	-1.5	2.2	3.3	-1.1
Cc1cc(C(=O)N(Cc2nnc(-c3ccc(Cl)cc3)o2)C(C)C)c2ccccc2n1	.	98.3	0.2	-3.6	-5.2	-3.3	-11.8	.	.
Cn1c(N2CCOCC2)c(/C=N/OC(=O)c2ccc(F)cc2)c2ccccc21	-2.1	109.1	0.2	-0.7	4.0	-3.6	16.0	1.1	1.4
Cc1ccc([N+](=O)[O-])cc1NC(=O)c1cccs1	15.4	111.5	0.0	9.2	5.3	5.3	13.9	4.4	2.3
Oc1cccc(Nc2ncnc3c2oc2ccccc23)c1	-5.2	102.2	0.0	17.6	5.0	3.5	1.6	0.1	1.8

In the list so far, these contain an NH in an aromatic ring:
SMILES	EBNA-1 inh	CR mimetic SO	Efflux pump mplx	GLD-1 RNA inh	MCL1 BIM primary	Bcl-xL primary	ZTA DNA inh	Fam108B counter	MEX-5 binding
CCc1c(C)[nH]n(CCC#N)c1=O	5.7	99.8	0.0	6.5	1.1	-0.5	-13.7	-3.6	1.0
Cc1[nH]c2ccccc2c1C(=O)COC(=O)c1ccc2c(=O)n3c(nc2c1)CCC3	4.9	89.1	-0.3	7.1	-2.8	0.4	8.2	-4.5	-3.0

The order is random; about 2.3% have a hit in one of these screens.
